Tb PYK inh: inhibitors of Trypanosoma brucei pyruvate kinase | Q57TT1 | TbPYK enzyme, Kinase-Glo Plus ATP luminescence, 45 min | Potency, µM (top dose mostly 76.8 µM), for the others: top-dose activity, negative = inhibition, most hits filed as inhibitors | actives 0.12% (n = 410,000); active = well fitted inhibition curve with a large enough effect; note: nearly all actives have a fitted effect of over 50% in size
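Screened from lowest to highest concentration, compounds were pinned into TbPYK/substrate mixtures, and ADP (130 uM final) was added. Plates sat at room temperature for 45 min prior to Kinase-Glo Plus detection by luminescence.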
Active calls of the source: *; [ ] = dose if it differs, or a comment. % is set by controls: 0 for no effect and ±100 for the full control effect; potency is the fitted concentration of half-maximal effect.

SMILES | Tb PYK inh
Cc1ccc(NC(=O)Cn2cc(S(=O)(=O)N3CCCC3)c(S(=O)(=O)N3CCCC3)c2)cc1C | -11.7%
CC(=O)Oc1ccc(N(C(C)=O)S(=O)(=O)c2ccccc2)c2ccccc12 | -1.7%
OCCCNc1ncnc2c1ncn2[C@H]1CN(Cc2ccc(-c3ccccc3)cc2)C[C@@H](CO)O1 | 9.0%
C[C@H]1CN([C@@H](C)CO)C(=O)CCCn2cc(nn2)CO[C@@H]1CN(C)C(=O)Nc1cccc2ccccc12 | 8.5%
CCC1CCCCN1C(=O)Cn1c(=O)cc(C(F)(F)F)c2c(C)nn(C)c21 (stereo not drawn) | 1.5%
Nc1nc(N=Nc2ccc(O)cc2)cc(=O)[nH]1 | -19.0%
CC[C@]12C(=O)N(C)C[C@H]([C@@H]3C(=O)N(C)C(=O)[C@@H]31)N2C(=O)c1ccc(C(C)(C)C)cc1 | -1.1%
Cc1cc(O)cc2c1C1CCC3(C)C(=O)CCC3C1C=C2 (stereo not drawn) | 0.0%
C=CC[C@H]1C=C[C@@H](C(C(=O)OC)C(=O)OC)CN1C(C)=O | -6.1%
N#Cc1ccccc1S(=O)(=O)N1CCN(C(=O)CCNS(=O)(=O)c2ccc(Cl)cc2)CC1 | -0.1%

Reformatted as labelled records: entries from further up
> OCCCNc1ncnc2c1ncn2[C@H]1CN(Cc2ccc(-c3ccccc3)cc2)C[C@@H](CO)O1
  Tb PYK inh = 9.0%
> C[C@H]1CN([C@@H](C)CO)C(=O)CCCn2cc(nn2)CO[C@@H]1CN(C)C(=O)Nc1cccc2ccccc12
  Tb PYK inh = 8.5%
> CCC1CCCCN1C(=O)Cn1c(=O)cc(C(F)(F)F)c2c(C)nn(C)c21 (stereo not drawn)
  Tb PYK inh = 1.5%

Looked up by compound from the list above:
SMILES | Tb PYK inh
CCC1CCCCN1C(=O)Cn1c(=O)cc(C(F)(F)F)c2c(C)nn(C)c21 (stereo not drawn) | 1.5%
Cc1cc(O)cc2c1C1CCC3(C)C(=O)CCC3C1C=C2 (stereo not drawn) | 0.0%
N#Cc1ccccc1S(=O)(=O)N1CCN(C(=O)CCNS(=O)(=O)c2ccc(Cl)cc2)CC1 | -0.1%
C=CC[C@H]1C=C[C@@H](C(C(=O)OC)C(=O)OC)CN1C(C)=O | -6.1%
CC(=O)Oc1ccc(N(C(C)=O)S(=O)(=O)c2ccccc2)c2ccccc12 | -1.7%

(list continues)
SMILES | Tb PYK inh
CC#Cc1cc2c(cc1O)CCC1C2CCC2(C)C(O)CCC12 (stereo not drawn) | -11.1%
CCN(CC)C(=O)c1c(NC(=O)c2ccccc2F)sc2c1CCC(C(C)(C)C)C2 (stereo not drawn) | 1.8%
Cc1ccc2c(=O)n3c(nc2c1)C(CC(C)C)NC(=O)c1cccnc1-3 (stereo not drawn) | -4.3%
CCCN1C(C(=O)c2ccccc2)=C(OC(=O)COc2ccc(C)cc2)c2ccccc2S1(=O)=O | 0.9%
O=c1[nH]c2ccccc2n1C1CCN(C(c2ccccc2OC(F)(F)F)c2nnnn2Cc2ccccc2)CC1 (stereo not drawn) | 2.6%
Cc1ccc(S(=O)(=O)c2nnn3c2nc(NCc2ccc4c(c2)OCO4)c2sccc23)cc1C | -7.7%
COc1ccc(OC)c(C[C@H](C)N)c1 | 0.0%[157 µM]
Cc1ccc(NC(=O)c2nc[nH]c2C(=O)Nc2ccccc2F)cc1 | 4.3%
CCCCCCCCCCCCCCCC(=O)Nc1ccn(C2OC(CO)C(O)C2O)c(=O)n1 (stereo not drawn) | -10.1%
CCN(CCCNC(=O)c1cc2cc3ccc(C)cc3nc2s1)c1ccccc1 | 5.1%
COc1cccc(OCCn2c(-c3ccc(Br)cc3)nc3ccccc3c2=O)c1 | -0.2%
O=C(CSCc1ccc(F)cc1)N1CCN(c2ccc(Cl)cc2)CC1 | -3.4%
C/C(=N\NC(=O)c1nnn(-c2nonc2N)c1CSc1ccc(C)cc1)c1cccs1 | -4.9%
COc1cc(NCCCNC(C)C)c2nccc(C)c2c1 | 2.4%
COc1ccccc1CNS(=O)(=O)c1ccc(N2CCCCS2(=O)=O)cc1 | -16.1%
CNC(=O)C1CCC(Cn2c(=O)c3sccc3n(CC(=O)NCc3ccc(F)cc3)c2=O)CC1 (stereo not drawn) | 0.9%
O=C1NCN(c2ccccc2)C12CCN(C(c1ccccc1OC(F)(F)F)c1nnnn1Cc1ccccc1)CC2 (stereo not drawn) | 4.0%
Cc1ccc(NC(=O)CN2CCN(S(=O)(=O)c3ccc4c(c3)OCCO4)CC2)c(C)c1 | -0.7%
Oc1ccc(C[C@H]2CN([C@@H](Cc3ccccc3)CN3CCCC3CN3C(=S)NC[C@@H]3Cc3ccccc3)C(=S)N2CCc2ccccc2)cc1 (stereo partly drawn) | -2.0%
COC(=O)c1ccccc1NC(=O)c1ccc2c(c1)CCN2S(=O)(=O)c1ccc(C)cc1 | -0.9%
COc1cccc(Nc2cc(C)nc3nc(-c4ccc(Cl)cc4)nn23)c1 | -3.9%
CCOc1ccc(NS(=O)(=O)c2ccc3[nH]cc(C(=O)NC4CCCC4)c(=O)c3c2)cc1 | 1.3%
O=C(C1CN(C(=O)c2cc3ccccc3o2)c2ccccc2O1)N1CCCCC1 (stereo not drawn) | 0.0%
COc1ccc([C@H]2C[C@@H](n3cc(COC(=O)c4ccccc4)nn3)[C@H](O)CN2CC2CCCCC2)cc1 | -1.0%
Cc1cccc(-c2nc(SCc3cc(=O)c4c(C)cc(C)cc4[nH]3)n[nH]2)c1 | -1.8%
CCCS(=O)(=O)c1nc(S(=O)(=O)c2ccc(C)cc2)c(NC(C)c2ccccc2)s1 (stereo not drawn) | -10.9%
Cc1cccc(C(C)C)c1NC(=O)C(NS(=O)(=O)c1cccc2nsnc12)c1ccccc1 (stereo not drawn) | -10.4%
COc1ccc2c(c1)CC(NC(=O)Nc1ccc(NC(C)=O)cc1)CO2 (stereo not drawn) | -6.8%
CCN1C(=O)[C@H]2[C@@H](c3ccc(OC)cc3)N[C@]3(CCCN(Cc4ccc(Br)cc4)C3=O)[C@H]2C1=O | 2.4%
CCn1c(=O)cc(SCC(=O)NCc2cccc(Cl)c2)c2ccccc21 | -1.1%

The final 3 records of the section before open the next one:
SMILES | Tb PYK inh
COc1ccc2c(c1)CC(NC(=O)Nc1ccc(NC(C)=O)cc1)CO2 (stereo not drawn) | -6.8%
CCN1C(=O)[C@H]2[C@@H](c3ccc(OC)cc3)N[C@]3(CCCN(Cc4ccc(Br)cc4)C3=O)[C@H]2C1=O | 2.4%
CCn1c(=O)cc(SCC(=O)NCc2cccc(Cl)c2)c2ccccc21 | -1.1%
CSC[C@H]1CN(Cc2ccccc2)C(=O)[C@@H]1CC(=O)Nc1ccccc1 | -9.7%
OC[C@@H]1CN(Cc2ccco2)C[C@H](n2cnc3c(NC4CCC4)ncnc32)O1 | -8.7%
CCSc1ncc(Cl)c(C(=O)Nc2c(C(=O)c3ccccc3)oc3ccccc23)n1 | 0.2%
COc1cccc(-c2cc(C(F)(F)F)n3nc(-c4ccc(C)cc4)cc3n2)c1 | -10.7%
Cc1ccccc1NC(=O)CCn1cnc2onc(-c3ccc(F)cc3)c2c1=O | 0.0%
CCc1ccccc1NC(=O)CSc1nc2cc(C(=O)NCC3CCCO3)ccc2c(=O)n1CC1CCCO1 (stereo not drawn) | -3.9%
Cc1cccc(NC(=O)c2ccc(S(=O)(=O)N3CCCCC3C)cc2)n1 (stereo not drawn) | -2.9%
Clc1ccccc1CSc1cnnc2ccccc12 | 4.9%
COc1cc(OC)c(C2Nc3c(C)cccc3-c3cc(C)nn32)cc1OC (stereo not drawn) | 0.1%
CCc1nc2ccc(C(=O)NCc3ccccc3OC)cn2c1N(CC)CCN(C)C | -0.1%
CC(C)NC(=O)N1CCC2(CC1)CCN(C(=O)c1cccc(F)c1)CC2 | -0.1%
COc1ccc(CCNC(=O)C(=O)c2cn(CC(=O)N3CCCC3)c3ccccc23)cc1 | -1.6%
COc1cc(NC(=O)c2sc3ncn(CC(=O)N4CCCCC4C)c(=O)c3c2C)cc(OC)c1OC (stereo not drawn) | -6.6%
Cc1ccc(CNC(=O)c2ccc(Cn3c(=O)c4ccccc4n(CC(=O)Nc4c(C)cc(C)cc4C)c3=O)cc2)cc1 | -0.6%
Cc1ccc(Cn2c(C(=O)O)c(CNCc3ccc(C)o3)c3ccc(C)cc32)cc1 | 4.4%
CCOc1ccc(CN(CCc2ccc3c(c2)OCO3)Cc2ccc(OC)c(Br)c2)cc1 | 31.4%
CC(=O)NCCNc1nc2cc(-c3cc(F)ccc3C)sc2c(=O)n1C | -1.7%
COC(=O)c1ccc(NC(=O)CN(CCc2ccccc2)S(=O)(=O)c2ccc(OC)cc2)cc1 | -5.8%
CC(C)C#Cc1cnc2c(c1)C(=O)N([C@H](C)CO)C[C@@H](C)[C@H](CN(C)C(=O)Nc1ccccc1F)O2 | -12.6%
CCOc1cccc(C2c3c(oc4ccc(F)cc4c3=O)C(=O)N2CCOC)c1 (stereo not drawn) | -4.7%
COc1ccc(CCNC(=O)CCc2cn(Cc3ccc(F)cc3)c3ccccc23)cc1OC | 4.0%
CC(=O)Nc1ccc(-c2ccnc3c2CC(C)(C(=O)NCc2ccc(N4CCN(C)CC4)cc2)O3)cc1 (stereo not drawn) | 6.1%
C=CCNC(=O)c1onc(CSc2ccccc2)c1C(=O)NCC=C | 2.8%
CCc1nc2ccc(C(=O)NCCCN3CCCC3=O)cn2c1N(CCC(C)C)CCN(C)C | 7.2%
CN(N=Cc1ccccc1)C(=S)Nc1ccccc1 | -7.7%
O=C(CCc1nc(-c2cccs2)no1)Nc1ccc([N+](=O)[O-])cc1 | 0.5%
CCCCn1nc(C(=O)N(C)Cc2nc3ccccc3c(=O)[nH]2)c2ccccc2c1=O | 6.9%
CC1CCCCN1Cc1c(O)ccc2c(=O)c(-c3ccc(Cl)cc3)c(C(F)(F)F)oc12 (stereo not drawn) | -7.7%
CC(=O)OC[C@@H]1CN(Cc2ccccc2)C[C@H](n2cnc3c(NC(C)C)ncnc32)O1 | -2.4%
Nc1cc(N)nc(SCc2ccccc2Cl)n1 | -7.8%
COc1cc(NC(=O)Cn2nc(C(F)(F)F)c3c2CCC3)cc(OC)c1OC | -0.9%
COc1ccc(N(Cc2cccs2)C(=O)COc2cccc(Cl)c2)cc1 | 1.2%
O=c1ccnc(SCCc2ccc([N+](=O)[O-])cc2)[nH]1 | -5.5%
CC1COC(=C2C(=O)OCC2C)C1 (stereo not drawn) | -5.2%
CC(C)(C)OC(=O)N1CCC(c2c(C(=O)N3CCCCC3)cnn2-c2cccc(F)c2)CC1 | -3.8%
CCOc1ccc(-c2csc(-c3nc(-c4ccc(Br)s4)cs3)n2)cc1 | -1.3%
C[C@H]1CN([C@@H](C)CO)C(=O)c2cc(Br)cnc2O[C@H]1CN(C)S(=O)(=O)c1ccccc1F | 8.2%
CC1=C(C(=O)N(C(C)C)C(C)C)CC(CC(=O)NC2CCCC2)C(=O)N1CCCN1CCCC1=O (stereo not drawn) | 5.0%
COc1cc(NC(=O)CN2Cc3ccccc3C2=O)cc(OC)c1OC | -5.2%
COc1ccccc1OCc1ccc(C(=O)Nc2ccc(C)c(C)c2)o1 | 1.3%
COc1cc(C)ccc1OCCSc1nnc(-c2ccc(C)cc2)o1 | -3.1%
O=[N+]([O-])c1cccc(C=NN=C2c3ccccc3-c3ccccc32)c1 | -3.9%
CCOc1ccc(S(=O)(=O)N2CCN(C(=O)c3ccc(Cl)c(S(=O)(=O)N4CCOCC4)c3)CC2)cc1 | -7.8%
COc1ccc2sc(N(Cc3cccnc3)C(=O)c3ccc4c(c3)OCCO4)nc2c1 | -1.2%
COc1ccc(-n2nnnc2C(c2cccc(OC)c2OC)N2CCN(C/C=C/c3ccccc3)CC2)cc1 (stereo not drawn) | -8.2%
CCOC(=O)c1cccc(NC(=O)CCC(=O)N2CC(C)Oc3ccc(C)cc32)c1 (stereo not drawn) | 2.6%
CCCCSCCCNC(=O)CN1C(=O)COc2ccc(S(=O)(=O)N3CCCC3)cc21 | 1.9%
O=C(O)c1ccc(CSc2nc3c(c(=O)[nH]2)CCC3)cc1 | -9.3%
Cc1c(C=Nc2ccc(S(=O)(=O)N(C)C)cc2)c(O)[nH]c(=O)c1C#N | -4.9%
Cc1ccccc1OCCCCCCN1CCNCC1 | -2.9%
Additional structures.
SMILES | Tb PYK inh
CCOC(=O)Cc1c(C)nc2cc(-c3ccc(C(C)(C)C)cc3)nn2c1C | -7.8%
COc1cccc(NC(=O)CCc2c(C)nc3c4cccnc4nn3c2C)c1 | -4.6%
CCOC(=O)[C@]12CCC=C1N(Cc1ccco1)C(=O)[C@H](CC(=O)N1CCOCC1)C2 | -5.7%
CC1CCC(NC(=O)c2ccc3c(c2)N(Cc2cccc(F)c2)C(=O)c2ccccc2S3)CC1 (stereo not drawn) | 4.3%
Cc1ccccc1-c1noc(-c2nnn(-c3ccccc3C)c2N)n1 | 0.1%
CC1(C)CC2(OC2c2ccccc2)C(=O)c2ccccc21 (stereo not drawn) | 3.5%
Cc1ccc(CN2CCC2(C)C(=O)NC(C)C)cc1 (stereo not drawn) | 2.5%
Cc1ccccc1CSc1ncc(Cl)c(C(=O)NCc2ccccc2)n1 | 3.4%
COc1ccc(-c2noc(-c3ccc(N4CCCCC4C)c([N+](=O)[O-])c3)n2)cc1OC (stereo not drawn) | 5.0%
COc1ccc(-n2cc(C(=O)NCc3cccc(OC)c3)c3ccccc3c2=O)cc1 | -1.4%
O=C(CC1N=C2c3ccccc3N=C(SCc3ccc(Cl)cc3)N2C1=O)NCc1cccs1 (stereo not drawn) | -1.6%
CC1CC(C)CC(C)C(O)C(C#N)=CC=CCC(C2CCCC2C(=O)O)OC(=O)CC(O)C(C)C1 (stereo not drawn) | -1.9%
Cc1ccccc1CNC(=O)c1ccc(CSc2nc3cccnc3n2Cc2ccccc2)cc1 | 0.0%
COCCNc1nc(Oc2cccc(NC(C)=O)c2)c2sc(-c3ccccc3)cc2n1 | 2.7%
CC1(Oc2cccc(F)c2)CCN(Cc2csc3ccccc23)C1 (stereo not drawn) | 0.2%
CC1CCCN1CCC(C(N)=O)(c1ccccc1)c1ccccc1 (stereo not drawn) | -0.2%

High-throughput results from PubChem BioAssay.

Some of the compounds tested; the hit share may differ from the screen's.
